# WT yeast gro inh – growth inhibition of WT strain, primary screen, mitochondrial fusion inhibitor project, WT and mutant strains, chemical genetic. mitochondrial fusion phenotypic screen. inhibition, % at 10 µM. hit rate 2.1% among 190,000; in the data active = inhibition above about 58%; tested in S. cerevisiae
# MT stabilize HCS – microtubule stabilizers in HeLa cells, primary screen, imaging, high-content imaging | HeLa tubulin immunostaining HCS, 24 h; share of cells brighter than vehicle mean+2SD | % tubulin-high responders, % at 10 µM | hit rate 0.83% among 200,000 | AID 2205, 2009;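 active = plate Z-score above 3 for both tubulin-high and condensed-nucleus cell shares, with cell loss under 80%, at 10 µM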;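 also: anti alpha tubulin signal scored within the nucleus-defined area of each cell; some results filed as inactive read as strong as hits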
# Dynein cargo inh – inhibitors of GR-EGFP nuclear translocation, primary screen, dynein cargo transport inhibitor project, imaging, high-content, 3617.4 mouse cells; test concentration mostly 20 µM; stimulated with dexamethasone, 1 µM; hits give low values; z-score, hits read low; hit rate 0.47% among 220,000;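 active = plate z-score of nuclear minus cytoplasmic receptor signal below a set negative limit, without overly bright fluorescence or cell loss, cut at about -3.5 in these data, passing the limit was not always enough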;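 also: z-score of nuclear minus cytoplasmic ring GR-EGFP intensity difference per well; some compounds called inactive have numbers as strong as hits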
#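 Also added – dexamethasone, 1.0 µM final · Buffer or medium – tet-free, stripped-serum medium · Schedule – induction 48 h, compound 1 h, agonist 30 min · Detection – formaldehyde fixation, Hoechst nuclear stain, 10x automated fluorescence imaging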
# T cell modulator – modulators of CD8 T cell-vesicle binding, primary screen, mouse 2C CD8+ T cells, flow cytometry; 2C CD8+ T cell-vesicle binding; hits give low values; calls only at 7 µM; hit rate 0.068% among 330,000; AID 2052, 2009;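 active = response, share of CD8 T cells binding vesicles, and their 90th percentile fluorescence all below set limits, cut at about 80% in these data, passing the limit was not always enough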
#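 Material: 2C TCR transgenic mouse naive CD8+ T cells, MACS-purified. Also added: QL9-charged Drosophila Ld/ICAM-1/B7-1 vesicles. Timing: binding 1.5 h at 37 °C. Measured by: high-throughput flow cytometry with anti-B7-1 and anti-CD8 staining. Read-out: percent CD8+ FL2 mean versus row control. Controls: Unloaded micro-vesicles (low), QL9 vesicles with 0.7% DMSO (high).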
# b-catenin transl – modulators of beta-catenin nuclear translocation, primary screen, imaging, HeLa cells, immunofluorescence, high-content. nuclear translocation activity, % at 5 µM. hit rate 0.3% among 190,000;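 active = nuclear translocation activity above 50% at 5 µM, with a well cell count of 50 or more; inconclusive = wells under 50 cells across six images, flagged as toxic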;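 also: per-cell ratio of nuclear to cytoplasmic median beta-catenin stain intensity; plate controls were DMSO negative control for no effect and GSK-3 inhibitor IX positive control for full effect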
#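 Test system: human HeLa cells, native beta-catenin. Compound dosing: 5 µM primary single dose, 0.1% DMSO, 0.02–20 µM confirmation series. Incubation: compound exposure 24 h at 37°C. Detection: beta-catenin immunostaining with DAPI counterstain, 20x imaging, 6 fields/well. Read-out basis: Nuclear/cytoplasmic beta-catenin signal ratio, % activation.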
# M1AAP inhibition – P. falciparum M1AAP inhibitors, biochemical, fluorogenic H-Leu-NHMec substrate, 1536-well (AID 1445); hit rate 0.42% among 220,000; recombinant M1AAP, H-Leu-NHMec fluorogenic kinetic assay; higher % means a stronger effect; one-dose inhibition, % at 30 µM; IC50 in µM for titrated hits; Aminopeptidase N (Plasmodium falciparum (isolate 3D7));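 active = primary inhibition above the hit cutoff, then over 50% inhibition at one or more dose response concentrations, cut at about 23% in these data, passing the limit was not always enough; inconclusive = conflicting primary data, or primary hits not chosen for dose response; inactive = low primary inhibition, or under 50% at every dose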;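 also: plate controls were DMSO full reaction for no effect and no enzyme background for full effect; strong numbers were not always called active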
# M17LAP inhibition – P. falciparum M17LAP inhibitors, primary screen, biochemical, fluorogenic H-Leu-NHMec substrate, 1536-well (AID 1619); Leucine aminopeptidase (Plasmodium falciparum (isolate 3D7)); hit rate 0.38% among 220,000; inhibition, % at 30 µM, or IC50 in µM where a hit was titrated; recombinant M17LAP, H-Leu-NHMec fluorogenic kinetic assay; higher % means a stronger effect;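 active = compound inhibiting the enzyme by more than half at any dose during confirmatory dose-response retesting; inconclusive = strong single-dose inhibitors picked by rank but not retested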;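 also: plate controls were full reaction with DMSO carrier for no effect and no enzyme background for full effect; strong numbers were not always called active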
# Yfh1-depleted yeast – enhancers of respiration in Yfh1-depleted yeast, dose response, Friedreich's ataxia, plus single-dose screen (AID 1465); S. cerevisiae Yfh1-off respiration, WST-1 reduction, 72 h; higher fold induction means a stronger effect; fold induction at 50 µM, or EC50 in µM where a hit was titrated; hit rate 0.074% among 220,000;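 active = fold induction of absorbance versus untreated yeast above a set limit, then at least 30% activation at any dose in follow-up; inconclusive = repeats straddling the limit, or above it without dose testing; inactive = fold induction below the set limit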;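 also: activators that raise dye reduction in frataxin-depleted yeast; strong numbers were not always called active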
# Autophagy mod – autophagy modulators in MEF cells, primary screen, imaging, high-content, MEF GFP-LC3; MEF GFP-LC3 puncta imaging; test concentration mostly 10 µM; calls only at 10 µM (by protocol); hit rate 0.98% among 190,000;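 active = percentage of spot-positive cells more than 3 SD above its plate mean, without a fluorescence outlier flag or 80% toxicity; inconclusive = no clear call, values can overlap the other calls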;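 also: spot-positive cell cutoff set from DMSO-treated cells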
# WT yeast gro inh mutant strain – second read-out of WT yeast gro inh, no call of its own (marks repeat the call); inhibition, %; mitochondrial fusion phenotypic screen, mutant strain inhibition
# Dynein cargo inh cytoplasmic EGFP – further read-out of Dynein cargo inh, marked with its call; z-score; measured here: cytoplasmic GR-EGFP intensity; hits give high values
# Dynein cargo inh nuclear GR-EGFP – further read-out of Dynein cargo inh, marked with its call; z-score; measured here: nuclear GR-EGFP intensity;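 lower value marks the stronger effect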
# Dynein cargo inh cell count – recorded beside Dynein cargo inh, whose call it bears; z-score; measured here: cell count per field
# b-catenin transl cell count 5 µM – recorded beside b-catenin transl, whose call it bears; cell count; measured here: cell count, cytotoxicity flag
# T cell modulator vesicle-bound % – further read-out of T cell modulator, marked with its call; double positive events, %; measured here: CD8+ vesicle-bound cell fraction;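 binding gate set so that unloaded-vesicle control wells show 10% double positive cells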
# MT stabilize HCS Hoechst-high % – further read-out of MT stabilize HCS, marked with its call; % Hoechst-high responders; measured here: nuclear condensation Hoechst responders;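 share of cells brighter than vehicle mean plus two SD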
# MT stabilize HCS cytotoxicity % – second read-out of MT stabilize HCS, no call of its own (marks repeat the call); toxicity, %; measured here: cytotoxicity by cell density;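 0% = mean cell density of plate MIN control wells and 100% = no cells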
# Autophagy mod cell loss 18 h – further read-out of Autophagy mod, marked with its call; toxicity, %; measured here: cell loss, nuclei count;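 cell loss after 18 h compound exposure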
# * = called active by the depositor; i = inactive; u = inconclusive; x = not tested or not shown.
SMILES,WT yeast gro inh,WT yeast gro inh mutant strain,MT stabilize HCS,MT stabilize HCS Hoechst-high %,MT stabilize HCS cytotoxicity %,Dynein cargo inh,Dynein cargo inh cytoplasmic EGFP,Dynein cargo inh nuclear GR-EGFP,Dynein cargo inh cell count,T cell modulator,T cell modulator vesicle-bound %,b-catenin transl,b-catenin transl cell count 5 µM,M1AAP inhibition,M17LAP inhibition,Yfh1-depleted yeast,Autophagy mod,Autophagy mod cell loss 18 h
COc1ccc(-c2noc(Cc3ccc(Cl)cc3)n2)cc1OC,20.5,0.0,3.2,2.2,7.1,2.4,0.0757,1.94,-1.53,i,43.2,3.9,984,2.5%,1.6%,i,x,x
Cc1ccc(NC(=S)NNC(=O)c2c(Cl)c(C)nn2C)cc1,-2.5,-3.5,3.0,1.2,4.2,0.466,-0.0523,1.05,-1.75,i,4.4,-4.8,561,-5.5%,31.1%,i,i,7.0
O=C(Cc1ccccc1[N+](=O)[O-])NCc1ccc(Cl)cc1,9.3,-17.7,2.9,1.9,1.8,-0.101,-0.278,1.01,-0.316,i,21.5,-2.7,634,0.6%,22.8%,i,i,-45.1
Cc1sc2ncnc(Oc3ccc(-n4ccnc4)cc3)c2c1C,6.2,-0.8,2.3,3.1,9.9,0.0818,-0.107,0.622,0.861,i,39.6,-1.6,1164,1.4%,-1.0%,i,i,-11.9
C=CCNC(=O)C(C#N)c1nc2ccccc2nc1N1CCN(Cc2ccccc2)CC1 (stereo unspecified),-9.9,3.0,4.4,1.7,12.3,-1.32,7.5,0.967,0.52,i,37.2,-5.8,1198,3.0%,-3.0%,i,i,-5.1
COc1ccc(CCNC(=O)c2cnn3cccnc23)cc1OC,-8.8,-6.5,4.4,3.3,13.6,0.933,-0.239,0.394,-0.347,i,14.1,-1.2,1064,3.0%,18.3%,i,i,-0.3
COc1ccc(CCn2c(N)c(C#N)c3nc4ccccc4nc32)cc1OC,-3.1,21.4,17.5,25.2,96.6,0.321,-0.245,0.454,0.617,i,22.1,x,x,10.5%,-12.3%,i,i,2.6
Cc1ccc(C(=O)/C=C/Nc2ccccn2)cc1,x,x,3.4,2.3,8.9,-0.242,-0.376,-0.242,-0.17,i,53.6,x,x,x,x,i,i,8.5
CCCOc1ccc(N2CC(C(=O)Nc3ccc4c(c3)OCO4)CC2=O)cc1 (stereo unspecified),22.0,1.8,6.9,2.0,7.5,0.643,-0.117,0.739,-0.459,i,33.3,-3.7,1239,3.9%,11.3%,i,x,x
CC1CCCCC1NC(=O)c1ccc(CSc2nc3ccncc3[nH]2)cc1 (stereo unspecified),-5.7,-21.5,2.9,1.2,5.7,0.174,-0.163,1.07,-1.06,i,32.4,5.6,568,3.5%,6.7%,x,i,15.5
Cc1nc(C(=O)NCC(=O)c2ccccc2)c(C(F)(F)F)o1,x,x,x,x,x,-0.0841,-0.242,-0.27,0.874,i,41.3,2.3,1059,-4.6%,-2.7%,i,x,x
CCCCOC(=O)CSC1=C(C#N)C(c2ccccc2OC)C(C#N)C(=O)N1 (stereo unspecified),10.2,-1.8,4.3,2.3,3.0,0.639,-0.391,-0.171,0.883,i,35.6,0.7,1375,12.9%,15.4%,u,i,21.5
COc1ccc(CNC(=O)COC(=O)C2=COCCO2)cc1,-11.9,5.1,3.1,2.4,4.9,0.196,-0.222,0.09,0.483,i,33.9,x,x,-1.9%,-3.1%,i,i,0.5
C=CCOc1cccc(C2/C(=C(/O)c3ccccc3)C(=O)C(=O)N2CCN2CCOCC2)c1 (stereo unspecified),-7.6,2.0,3.0,2.3,9.5,-0.5,-0.222,-0.318,0.995,i,24.7,0.1,1492,-1.3%,7.7%,i,i,-49.6
CCOC(=O)C1CCN(CCC(=O)Nc2ccc(C)cc2)CC1,-10.6,-9.6,1.9,1.3,1.2,0.284,-0.362,0.668,0.201,i,27.6,-0.7,1638,3.7%,-8.6%,i,i,7.2
O=C(Nc1ccccc1)N(Cc1ccc2c(c1)OCO2)Cc1nc2ccccc2c(=O)[nH]1,-8.8,-4.7,1.2,1.0,7.1,-0.198,0.152,-0.0679,-0.113,i,27.3,-3.6,1215,10.3%,5.4%,i,i,-7.7
O=C(NCc1ccncc1)Nc1cccc(Cl)c1,6.9,-62.4,1.8,0.9,3.2,1.29,0.166,1.45,-1.66,i,44.6,-1.7,1213,8.9%,5.4%,i,i,-0.4
Cc1ccccc1-n1c(-c2ccc3ccccc3n2)n[nH]c1=S,x,x,x,x,x,-0.504,-0.219,-0.514,0.614,i,19.2,-1.5,1303,8.7%,-1.0%,i,x,x
Cc1cc(C)c2c(N)c(S(=O)(=O)c3ccccc3)sc2n1,-20.4,-6.3,1.3,1.8,6.9,0.195,0.402,0.156,0.187,i,32.0,-2.9,1199,14.5%,9.0%,i,i,8.1
COc1ccc(NC(=O)CSc2nc3c(c(=O)n2-c2ccccc2)SCC3)c(OC)c1,-16.8,-3.0,10.7,5.4,0.2,0.0394,-0.2,0.401,0.64,i,25.9,x,x,0.8%,-1.2%,x,i,0.8
Cc1ccc(NC(=O)CSc2n[nH]c(C)c2[N+](=O)[O-])cc1,11.6,-4.3,1.5,1.4,4.3,0.0836,-0.104,0.46,-0.784,i,22.9,0.4,1147,-1.4%,-0.1%,i,i,-0.2
O=C(N/N=C/c1ccccc1C(=O)O)c1cccc(S(=O)(=O)Nc2cc(Cl)ccc2Cl)c1,x,x,x,x,x,0.676,-0.812,0.282,-0.407,i,55.2,-0.4,1369,20.9%,-6.5%,i,x,x
Cc1ccc(/C(O)=C2/C(=O)C(=O)OC2c2ccc(Cl)cc2)cc1 (stereo unspecified),-29.4,4.0,3.7,1.9,7.1,0.368,-0.05,0.339,-0.699,i,34.3,-1.7,1393,6.7%,31.2%,i,i,-2.9
COC(=O)Nc1ccc(S(=O)(=O)N2CCC(C(=O)NC3CCCCC3)CC2)cc1,-2.6,-6.2,3.2,2.4,1.2,2.02,-0.296,1.63,-2.32,i,44.0,4.8,961,5.3%,-0.2%,i,i,-15.1
COC(=O)c1ccc(NC(=O)c2ccc(OC(C)=O)c(OC)c2)cc1,11.2,5.1,2.8,2.5,1.3,0.854,-0.12,0.714,-1.19,i,16.2,-3.6,1110,0.2%,-1.1%,i,i,-24.7
CCOC(=O)N1CCC(NC(=O)CS(=O)(=O)Cc2nc(-c3ccc(C)cc3)oc2C)CC1,10.3,11.6,2.3,4.6,14.1,-1.08,-0.234,-0.529,0.406,i,15.7,x,x,-1.5%,-7.6%,i,i,-13.8
CCN(CC)S(=O)(=O)c1cc(C(=O)OC)ccc1Cl,-13.1,-6.3,3.8,2.9,9.2,1.8,-0.171,1.53,-2.03,i,19.7,-1.6,1363,2.7%,-2.8%,i,i,-19.6
O=C(NCCc1csc(-c2cccnc2)n1)c1ccc(Br)o1,17.9,9.3,2.3,2.0,8.6,-1.22,-0.195,-0.55,0.383,i,32.5,1.5,1016,5.9%,12.8%,i,i,11.3
N#CCCN(C(=O)COc1ccc(Cl)cc1Cl)c1ccccc1,-12.8,-21.0,1.4,2.9,9.9,-0.0322,-0.334,-0.286,0.629,i,2.9,x,x,8.5%,0.6%,i,i,25.0
Cc1ccc(C(=O)NN2C(=O)C3C4c5ccccc5C(c5ccccc54)C3C2=O)cc1 (stereo unspecified),5.0,10.4,3.4,2.5,4.0,0.283,-0.0511,0.48,-0.748,i,42.8,-1.0,1098,1.4%,-1.2%,i,i,5.1
CCc1nc2n[nH]c(N)c2c2c1CCCC2,-4.4,-8.5,3.6,6.0,8.7,1.72,-0.24,0.855,-0.271,i,60.4,2.0,752,3.3%,-7.2%,i,i,9.5
CN(c1ccccc1)S(=O)(=O)c1cccc(NC(=O)CSc2nncs2)c1,0.3,-3.9,3.6,0.7,0.9,0.196,-0.286,0.234,0.665,i,54.6,-3.1,1072,2.1%,-7.3%,i,i,8.3
CN(CCC#N)C(=O)COc1ccc(Br)cc1Cl,-17.8,7.2,8.2,2.1,12.8,-0.12,-0.338,0.244,0.683,i,42.0,-5.3,1064,1.3%,6.2%,i,i,21.0
O=C(Nc1cccc([N+](=O)[O-])c1)C1C2CC/C=C\CCC21 (stereo unspecified),x,x,x,x,x,-0.429,-0.246,-0.48,0.38,i,46.8,-0.4,1199,4.7%,0.7%,i,x,x

# The order is random (roughly 4.4% active in at least one column).
